AGP1-GFP MLPCN – modulators of AGP1-GFP expression in yeast TOR pathway, primary screen, cell-based, multiplex flow cytometry, S. cerevisiae, MLPCN library; GFP response vs DMSO, % at 10 µM; 3 h; GFP as percent of DMSO wells; 320,000 compounds, 0.02% hits;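 active = GFP response relative to DMSO above a set limit, near screen average plus 3 SD, cut at about 150% in these data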;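 also: median GFP channel fluorescence of the gated AGP1 strain per well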
Efflux pump inh – inhibitors of Candida efflux pumps in yeast, primary screen, S. cerevisiae, Nile Red, multiplex. S. cerevisiae Candida pump triplex. inhibition, % at 10 µM. 330,000 compounds, 0.44% hits;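 active = plate passing quality check with inhibition over a set limit, or well fluorescence over plate mean plus 4 SD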;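 also: Nile Red retained in pooled yeast measured as flow cytometry median fluorescence; 0% = buffer negative control and 100% = Enniatin B positive control; higher means more Nile Red kept so more efflux inhibition; some compounds called inactive have numbers as strong as hits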
CIT2 TOR yeast – modulators of CIT2-GFP expression in yeast, primary screen, S. cerevisiae, GFP fusion, multiplex flow cytometry, MLPCN library. S. cerevisiae CIT2-GFP strain, 3 h; 100 means same as DMSO wells. GFP response vs DMSO, % at 10 µM. 320,000 compounds, 0.065% hits;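 active = GFP response relative to DMSO above a set limit, near the screen mean plus 3 SD, cut at about 150% in these data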;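 also: ratio of well median GFP fluorescence to mean of DMSO wells on the plate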
LAP4-GFP MLPCN – modulators of LAP4-GFP expression in yeast, primary screen, S. cerevisiae, multiplex flow cytometry, MLPCN library. 3 h; median GFP as percent of DMSO wells. 320,000 compounds, 0.34% hits. GFP response vs DMSO, % at 10 µM. AID 2023, 2009;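 active = GFP response vs DMSO above a set limit, about the screen mean plus 3 SD, cut at about 150% in these data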
MEP2 TOR yeast – modulators of MEP2-GFP levels in yeast, primary screen, S. cerevisiae, multiplex flow cytometry, MLPCN library | S. cerevisiae MEP2-GFP strain, 3 h; 100% = DMSO control level | GFP response vs DMSO, % at 10 µM | 330,000 compounds, 0.51% hits | AID 2016, 2009;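 active = GFP response versus DMSO above a set limit, roughly screen mean plus 3 SD, cut at about 180% in these data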;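 also: median GFP fluorescence of the barcode-gated MEP2-GFP cells per well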
AHR activator – AHR activators, primary screen, cell-based, luminescence, luciferase reporter, human; Aryl hydrocarbon receptor (Homo sapiens), P35869; AHR-responsive luciferase reporter cells; activation, % at 5 µM; 320,000 compounds, 2.5% hits; AID 2796, 2010; in the data active = activation above about 47%;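 also: 0% = vehicle wells and 100% = reference agonist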
Target sequence (P35869 whole entry, looked up): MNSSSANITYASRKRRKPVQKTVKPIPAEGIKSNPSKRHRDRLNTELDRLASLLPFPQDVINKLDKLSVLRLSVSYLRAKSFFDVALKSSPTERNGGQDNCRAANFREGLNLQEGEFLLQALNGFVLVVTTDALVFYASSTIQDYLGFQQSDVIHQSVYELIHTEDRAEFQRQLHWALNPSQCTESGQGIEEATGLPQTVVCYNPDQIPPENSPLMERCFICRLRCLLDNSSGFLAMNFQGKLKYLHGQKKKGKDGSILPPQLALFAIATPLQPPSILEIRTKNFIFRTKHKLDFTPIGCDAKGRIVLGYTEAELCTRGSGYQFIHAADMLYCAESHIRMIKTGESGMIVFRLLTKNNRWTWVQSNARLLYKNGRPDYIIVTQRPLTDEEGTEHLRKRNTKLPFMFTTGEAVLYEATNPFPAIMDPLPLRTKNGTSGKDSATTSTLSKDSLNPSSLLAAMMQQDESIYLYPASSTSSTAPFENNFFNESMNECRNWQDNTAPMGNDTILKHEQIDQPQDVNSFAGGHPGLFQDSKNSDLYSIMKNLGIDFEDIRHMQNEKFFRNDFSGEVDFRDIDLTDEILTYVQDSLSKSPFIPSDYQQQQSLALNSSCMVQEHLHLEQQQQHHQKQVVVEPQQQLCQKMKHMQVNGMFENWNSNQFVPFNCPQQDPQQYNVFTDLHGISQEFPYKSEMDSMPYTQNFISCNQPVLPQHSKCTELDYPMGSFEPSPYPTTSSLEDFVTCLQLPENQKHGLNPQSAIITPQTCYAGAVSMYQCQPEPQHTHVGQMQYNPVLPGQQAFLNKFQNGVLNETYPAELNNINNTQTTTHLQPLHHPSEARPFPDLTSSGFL
RPL19A TOR yeast – RPL19A-GFP expression modulators in yeast, primary screen, cell-based, S. cerevisiae, multiplex flow cytometry, MLPCN | percent response vs DMSO, % at 10 µM | AID 2025, 2009 | 330,000 compounds, 0.3% hits | S. cerevisiae RPL19A-GFP strain, 3 h; active compounds read low;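 active = percent response vs DMSO below 50%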;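 also: median channel GFP fluorescence of the barcoded RPL19A-GFP strain; ratio of sample median GFP to plate DMSO average so 100% = DMSO; lower means less RPL19A-GFP as with rapamycin TOR inhibition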
CR mimetic SO – reduction of superoxide in aged yeast, primary screen, HTS; 330,000 compounds, 0.18% hits; S. cerevisiae aged cells, superoxide DHE fluorescence; active compounds read low; superoxide response (% of plate mean), % at 10 µM;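 active = superoxide response under a set limit, about three screen SD below normal, cut at about 65% in these data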;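 also: yeast aged for seven days with compound at 30 °C before DHE staining; 100% = average MFI of all compound-treated wells on the plate with controls excluded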
Active calls of the source: *; · = no result given. No enrichment for hits; overall some 3.9% were active at least once.

SMILES | AGP1-GFP MLPCN | Efflux pump inh | CIT2 TOR yeast | LAP4-GFP MLPCN | MEP2 TOR yeast | AHR activator | RPL19A TOR yeast | CR mimetic SO
CCn1cc(C(=O)Nc2cccc(C)c2)c(=O)c2ccc(C)nc21 | 94 | 0.0 | 75 | 95 | 102 | 3 | 102 | 92
CC(OC(=O)CNC(=O)c1ccc(Cl)c([N+](=O)[O-])c1)C(=O)NCc1ccco1 (stereo not drawn) | 108 | -0.2 | 107 | 109 | 106 | 0 | 101 | 80
CCOC(=O)CS(=O)(=O)c1ccc(C(F)(F)F)cn1 | 97 | 0.9 | 97 | 94 | 103 | 5 | 102 | 114
N#C/C(=C\C1CC=CCC1)c1nc2ccccc2[nH]1 (stereo not drawn) | 92 | 0.0 | 91 | 112 | 100 | 32 | 97 | 110
COc1ccc(C2CCN(Cc3cccnc3)CC2O)cc1 (stereo not drawn) | 93 | 0.0 | 90 | 87 | 93 | 0 | 95 | 92
COc1cc(OC)cc(C(=O)NC(=S)Nc2ccc3[nH]c(=O)[nH]c3c2)c1 | 103 | 0.0 | 97 | 92 | 104 | 10 | 110 | 82
O=C(Cc1ccccc1[N+](=O)[O-])NCCCc1ccccc1 | 99 | -0.1 | 107 | 86 | 101 | 4 | 107 | 105
Cc1ccc(NS(=O)(=O)c2c(C)[nH]c(C)c2C(=O)N2CCCC2)cc1 | 109 | -0.1 | 111 | 111 | 102 | 0 | 105 | 96
CC(C)CC(=O)Nc1nnc(S(=O)(=O)N2CCc3ccccc32)s1 | 100 | 0.8 | 95 | 101 | 102 | -1 | 101 | 113
CN(C)CCC#CC(O)(c1ccccc1)c1ccccc1 | 94 | 0.0 | 98 | 81 | 98 | -2 | 104 | 97
CCOC(=O)c1ccc(N2C(=O)CC(N3CCN(C(=O)c4ccccc4)CC3)C2=O)cc1 (stereo not drawn) | 104 | -0.1 | 99 | 96 | 105 | 0 | 103 | 95
Cc1cccc(OCCC(=O)NCC(=O)Nc2cccc(C)c2C)c1 | 98 | 0.0 | 97 | 88 | 98 | 4 | 97 | 104
OC(C#CCN1CCOCC1)(c1ccccc1)C1CC1 (stereo not drawn) | 90 | 0.0 | · | 86 | 101 | 0 | 93 | 100
O=C(Cc1ccc(O)cc1)N/N=C/c1cccnc1 | 97 | -0.1 | 103 | 71 | 103 | · | 109 | 77
NC(=O)C1CCN(C(=O)C2(NC(=O)Nc3cccc(F)c3)CCCCC2)CC1 | 105 | -0.1 | 103 | 104 | 101 | -1 | 104 | 105
CCN1CCN(CCCNC(=O)C2c3ccccc3C(=O)N(C)C2c2ccc(OC)cc2)CC1 (stereo not drawn) | · | -0.1 | 107 | 113 | 105 | 4 | 101 | 106
CCCCn1c(N)c(NCc2ccccc2)c(=O)[nH]c1=O | 91 | 0.1 | 100 | 95 | 99 | 4 | 100 | 91
COc1cc(/C=C/C(=O)OCC(=O)NCc2cccs2)ccc1OC(F)F | 98 | 0.0 | 91 | 100 | 97 | -1 | 98 | 100
CCCCOC(=O)Nc1nnc(CC(=O)NCc2ccccc2)s1 | 102 | -0.1 | 114 | 85 | 91 | 40 | 104 | 101
CCCS(=O)(=O)c1nc(S(=O)(=O)c2ccc(C)cc2)c(N2CCCC(C)C2)s1 (stereo not drawn) | 101 | 0.0 | 104 | 102 | 106 | 2 | 102 | 90
COc1ccc(OCc2nnc(SCc3ccc(C(=O)O)cc3)o2)cc1 | 103 | -0.3 | 100 | 100 | 102 | 0 | 100 | 117
Cc1cc(C)n2nc(SCC(=O)N(C)c3ccccc3)nc2n1 | 103 | 0.0 | 104 | 100 | 103 | 0 | 102 | 90
O=S(=O)(c1ccccc1C(F)(F)F)N1CCN(c2ncnc3sccc23)CC1 | 99 | 0.1 | 87 | 108 | 99 | 5 | 99 | 88
Cc1cc(N/N=C/c2ccccc2)nc(N)n1 | 103 | -0.1 | 103 | 106 | 95 | 15 | 100 | 107
CCC(C)NC(=O)c1ccccc1NC(=O)C1COc2ccccc2O1 (stereo not drawn) | 99 | 0.0 | 99 | 110 | 104 | 3 | 98 | 99
COc1cccc(Oc2coc3c(CN4CCOCC4)c(O)ccc3c2=O)c1 | 87 | -0.1 | 88 | 87 | 88 | -3 | 87 | 99
O=C(NC1CCCC1)C(c1ccc(F)cc1)N(Cc1ccccc1Cl)C(=O)CCl (stereo not drawn) | 103 | -0.1 | 97 | 94 | 98 | -3 | 98 | 103
N#Cc1c(-c2ccccc2)nc(SCC(=O)Nc2nnc(C(F)(F)F)s2)[nH]c1=O | 92 | -0.2 | 93 | 88 | 93 | 1 | 95 | 114
CN(CC(=O)N1CCc2ccccc21)S(=O)(=O)c1ccc(Br)s1 | 92 | 0.3 | 87 | 116 | 110 | 26 | 100 | 110
CC1CCN(C(=O)CSc2nnc(CNC(=O)c3ccc(S(=O)(=O)N(C)C)cc3)o2)CC1 | 99 | -5.7 | 101 | 101 | 101 | 1 | 98 | 100
COc1ccccc1C(=O)NC(CCSC)C(=O)N1CCN(C/C=C/c2ccccc2)CC1 (stereo not drawn) | 93 | 0.0 | 94 | 90 | 95 | 1 | 89 | 103
CC(=O)c1ccc(OCC(O)CNCc2ccc3c(c2)OCO3)cc1 (stereo not drawn) | 100 | 0.2 | 95 | 101 | 104 | 3 | 105 | 106
O=C(CC1C(=O)NCCN1Cc1ccc(-c2ccccc2)cc1)NC1CCC1 (stereo not drawn) | 94 | 0.5 | 91 | 98 | 101 | 2 | 98 | 84
CC(=O)c1ccccc1NC(=O)c1ccc(N2CCCC2=O)cc1 | 99 | -0.1 | 92 | 96 | 102 | 25 | 98 | 97
Cc1ccn2cc(CCNS(=O)(=O)c3ccc([N+](=O)[O-])cc3)nc2c1 | 99 | 0.0 | 97 | 100 | 101 | 4 | 95 | 128
Cc1onc(-c2ccccc2)c1-c1csc(N/N=C/c2ccccc2Cl)n1 | 98 | 0.0 | 94 | 103 | 98 | 0 | 96 | 101
CCCNc1c(NS(=O)(=O)c2ccc(Br)cc2)c(=O)oc2ccccc12 | 104 | 0.1 | 100 | 107 | 100 | 0 | 99 | 100
CC(C)Cc1ccc(/C=C/C(=O)N2CCCCC2)cc1 | 92 | 0.0 | 90 | 97 | 101 | 12 | 101 | 94
Cc1cc(OCCN2CCCCC2)nc2ccccc12 | 96 | -0.1 | 94 | 105 | 97 | 10 | 95 | 100
CCN1CCN(c2oc(-c3ccco3)nc2C#N)CC1 | 109 | -0.2 | 101 | 113 | 103 | -8 | 103 | 108
COC(=O)C1=CN(c2ccc(OC)cc2)C=C(C(=O)OC)C1c1cc(OC)c(OC)cc1OC | 96 | -15 | 103 | 89 | 100 | 3 | 101 | 94
CCOc1ccc(NC(=O)CN(C)C(=O)COc2cccc(CC)c2)cc1OCC | 106 | 0.1 | 104 | 100 | 102 | 9 | 101 | 111
COc1ccc(NC(=O)C(OC(=O)c2ccc([N+](=O)[O-])o2)c2ccccc2)cc1Cl (stereo not drawn) | 103 | -0.1 | 97 | 91 | 91 | 2 | 103 | 112
O=C(CCCn1c(=S)[nH]c2cc3c(cc2c1=O)OCO3)NC1CC1 | 97 | -0.1 | 93 | 101 | 98 | 17 | 96 | 81
CC1CCC(NC(=O)C2CCN(c3cnccn3)CC2)CC1 (stereo not drawn) | 102 | 0.0 | 99 | 99 | 99 | 1 | 101 | 98
CC(C)Cn1c(SC(C)C(=O)NCC2CCCO2)nc2ccc(Cl)cc2c1=O (stereo not drawn) | 92 | 0.0 | 84 | 93 | 89 | 0 | 92 | 105
CN(CCCN1CCOCC1)Cc1cn(C)nc1-c1ccccc1F | 95 | -0.2 | 93 | 95 | 105 | 1 | 94 | 89
Cc1ccc(C(=O)OCc2ccc3c(c2)OCO3)cc1S(=O)(=O)N1CCCCC1 | · | -0.1 | 112 | 114 | 102 | 1 | 111 | 70
O=C(NCC1CCCO1)c1cccc(-n2cnnn2)c1 (stereo not drawn) | 92 | 0.7 | 91 | 86 | 92 | 2 | 95 | 104
Cc1cn(S(=O)(=O)c2ccc(Br)cc2)cn1 | 112 | 0.1 | · | 91 | 101 | 5 | 100 | 94
CNC(=S)N(CCc1ccccc1)Cc1cc2cc(OC)c(OC)cc2[nH]c1=O | 95 | -0.2 | 113 | 85 | 94 | 11 | 96 | 93
Cc1cccc(OC(=O)NCCOC(=O)N(O)c2ccc(Cl)cc2)c1 | 93 | 0.0 | 92 | 82 | 97 | 53* | 104 | 111
CCNC(C(=O)c1c[nH]c2c(CC)cccc12)c1ccccc1 (stereo not drawn) | 102 | 0.0 | 99 | 95 | 108 | 0 | 103 | 89
Cc1ccc(Oc2ccccc2NC(=O)CN2C(=O)NC3(CCCC3)C2=O)cc1 | 94 | 0.0 | 101 | 91 | 94 | 11 | 100 | 91
Cc1ccc(NC(=O)CSCC(=O)Nc2nnc(C3CC3)s2)cc1 | 104 | 0.2 | 97 | 106 | 97 | 4 | 94 | 102
CC1(C)Cc2c(cnn2-c2cccc(F)c2)C(NC(=O)C2CCOCC2)C1 (stereo not drawn) | 97 | 0.0 | 96 | 92 | 89 | 1 | 97 | 90
COc1ccc(/C=C/c2nnc(NC(=O)COc3cccc(C)c3)s2)cc1 | 101 | -0.3 | 116 | 111 | 121 | 9 | 105 | 106
O=C(CCN1CCCCC1)NNC(=O)C12CC3CC(CC(C3)C1)C2 | 109 | -0.1 | 114 | 101 | 112 | 0 | 106 | 93
COC(=O)COc1cccc(NS(=O)(=O)c2cccc([N+](=O)[O-])c2)c1 | 97 | 0.1 | 101 | 101 | 101 | 3 | 98 | 114
Cc1cc(O)c2c(c1)C(O)(C1OC(CO)C(O)C(O)C1O)c1cccc(O)c1C2=O (stereo not drawn) | 86 | 0.0 | 80 | 100 | 94 | 1 | 102 | 98

Structural class: the compounds so far containing an aryl thioether with sulfur outside any ring.
SMILES | AGP1-GFP MLPCN | Efflux pump inh | CIT2 TOR yeast | LAP4-GFP MLPCN | MEP2 TOR yeast | AHR activator | RPL19A TOR yeast | CR mimetic SO
COc1ccc(OCc2nnc(SCc3ccc(C(=O)O)cc3)o2)cc1 | 103 | -0.3 | 100 | 100 | 102 | 0 | 100 | 117
Cc1cc(C)n2nc(SCC(=O)N(C)c3ccccc3)nc2n1 | 103 | 0.0 | 104 | 100 | 103 | 0 | 102 | 90
N#Cc1c(-c2ccccc2)nc(SCC(=O)Nc2nnc(C(F)(F)F)s2)[nH]c1=O | 92 | -0.2 | 93 | 88 | 93 | 1 | 95 | 114
CC1CCN(C(=O)CSc2nnc(CNC(=O)c3ccc(S(=O)(=O)N(C)C)cc3)o2)CC1 | 99 | -5.7 | 101 | 101 | 101 | 1 | 98 | 100
CC(C)Cn1c(SC(C)C(=O)NCC2CCCO2)nc2ccc(Cl)cc2c1=O (stereo not drawn) | 92 | 0.0 | 84 | 93 | 89 | 0 | 92 | 105

(next part)
SMILES | AGP1-GFP MLPCN | Efflux pump inh | CIT2 TOR yeast | LAP4-GFP MLPCN | MEP2 TOR yeast | AHR activator | RPL19A TOR yeast | CR mimetic SO
Cc1ccc(S(=O)(=O)NCC(C)n2nc(C)nc2C)cc1 (stereo not drawn) | 102 | 0.0 | 98 | 106 | 106 | 1 | 99 | 106
Cc1ccc(/C=C/C(=O)OCC(=O)NCc2ccc(Cl)cc2)o1 | 95 | 0.1 | 96 | 98 | 96 | -1 | 95 | 101
COc1cc([N+](=O)[O-])ccc1NC(=O)NNC(=O)C(C)Oc1ccc(F)cc1F (stereo not drawn) | 98 | 0.0 | 101 | 95 | 104 | 5 | 101 | 102
Cc1noc(C)c1C(=O)Nc1nc(-c2cccs2)cs1 | 91 | -0.7 | 93 | 112 | 100 | 63* | 97 | 107

Screening results: PubChem, several laboratories
